# High-throughput results: PubChem BioAssay, several laboratories
# West Nile antiviral: West Nile virus antiviral activity, cell-based, CPE readout (AID 1621) | West Nile virus-infected cells, CPE inhibition; higher % means a stronger effect | CPE inhibition, % at 10 µM, or IC50 in µM where a hit was titrated | hit rate 0.02% among 290,000; in the data active means a potency from the dose series; inconclusive means CPE inhibition mostly from about 3.7% at the one dose, without a potency; inactive means the rest, 99 in 100 with CPE inhibition below about 2.2%; further: strong numbers were not always called active
# RSV antiviral HEp-2: RSV antiviral activity via CPE protection, HEp-2 cells, primary 10 µM value included (AID 2391). HEp-2 cells, RSV-induced CPE inhibition; higher % means a stronger effect. one-dose CPE inhibition, % at 10 µM; IC50 in µM for titrated hits. hit rate 0.13% among 310,000; in the data active means a potency from the dose series; inconclusive means CPE inhibition mostly from about 23% at the one dose, without a potency; inactive means the rest, 99 in 100 with CPE inhibition below about 21%; further: strong numbers were not always called active
# Yfh1-off respiration: enhancers of respiration in Yfh1-depleted yeast, dose response, Friedreich's ataxia, plus single-dose screen (AID 1465); S. cerevisiae Yfh1-off respiration, WST-1 reduction, 72 h; higher fold induction means a stronger effect; one-dose fold induction at 50 µM; EC50 in µM for titrated hits; hit rate 0.074% among 220,000;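 active means fold induction of absorbance versus untreated yeast above a set limit, then at least 30% activation at any dose in follow-up; inconclusive means repeats straddling the limit, or above it without dose testing; inactive means fold induction below the set limit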;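 further: activators that raise dye reduction in frataxin-depleted yeast; strong numbers were not always called active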
# WT yeast gro inh: growth inhibition of WT yeast, mitochondrial fusion screen; inhibition, % at 10 µM; hit rate 2.1% among 190,000; mitochondrial fusion phenotypic screen, WT strain; AID 1362; in the data active means inhibition above about 58%; tested in S. cerevisiae
# Dengue-2 NS5 capping: Dengue-2 NS5 methyltransferase inhibitors, primary screen, biochemical, confirmation dose response (AID 588689) | Dengue-2 NS5 methyltransferase capping enzyme assay, biochemical; higher % means a stronger effect | inhibition, % at 25 µM; hits with a dose series show IC50 in µM | hit rate 0.3% among 340,000; in the data active means a potency from the dose series; inconclusive means inhibition above about 29% without an active follow-up result
# CSM14.1 death rescue: rescue of cells from ER stress-induced death, primary screen, 384-well, CSM14.1, thapsigargin, ATP luminescence (AID 1222); cellular ATP content (survival), % at 20 µM; hits with a dose series show EC50 in µM; CSM14.1 thapsigargin-induced death rescue, ATP luminescence; higher % means a stronger effect; 190,000 tested, under 10 active;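 active means EC50 below 50 µM in the dose-response confirmation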;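 further: death triggered by thapsigargin at about 15 µM added after 2 h compound pretreatment; cell ATP read after overnight thapsigargin exposure of roughly 18 to 22 hours; normalized against plate controls of thapsigargin alone and 5% DMSO vehicle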
# Large T inhibition: SV40 large T antigen inhibitors, biochemical (AID 1903). SV40 large T antigen ATPase/helicase inhibition assay; higher % means a stronger effect. hit rate 0.39% among 310,000. inhibition, % at 20 µM, or IC50 in µM where a hit was titrated; in the data active means a potency from the dose series; inconclusive means inhibition mostly from about 32% at the one dose, without a potency; inactive means the rest, 99 in 100 with inhibition below about 32%; further: strong numbers were not always called active
# XIAP antagonists: small molecules displacing peptide from XIAP – biochemical, IAP family, fluorescence polarization (AID 1018); displacement, % at 20 µM; hits with a dose series show IC50 in µM; hit rate 0.007% among 200,000; XIAP BIR domain, fluorescence polarization peptide displacement; higher % means a stronger effect; in the data active means displacement above about 50%; further: a part of the inactive calls stands beside numbers as strong as those of hits
# K1F lysis inhibition: inhibition of K1F phage lysis, E. coli UTI89, bacterial capsule biogenesis inhibitors, alamar blue (AID 488966); E. coli UTI89 K1F phage lysis, alamar blue, 2 h; higher % means a stronger effect; inhibition, % at 100 µM; hits with a dose series show IC50 in µM; hit rate 0.02% among 340,000;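 active means phage lysis inhibition, versus mean bacterial control, above a set limit; inconclusive means no clear call, values can overlap the other calls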;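 further: capsule biogenesis inhibitors block K1F phage lysis so surviving cells raise fluorescence; higher fluorescence means more inhibition of phage lysis; actives were called in the ten point dose series up to 300 µM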
# WT yeast gro inh mutant strain: second read-out of WT yeast gro inh, no call of its own (marks repeat the call); inhibition, %; mitochondrial fusion phenotypic screen, mutant strain inhibition
# Dengue-2 NS5 capping pilot replicate: recorded beside Dengue-2 NS5 capping, whose call it bears; inhibition, %; measured here: pilot screen replicate inhibition
# Numbers without * were called inactive; i = inactive; ? = inconclusive; . = not tested or not shown; [ ] = another dose, or the depositor's remark.
SMILES,West Nile antiviral,RSV antiviral HEp-2,Yfh1-off respiration,WT yeast gro inh,WT yeast gro inh mutant strain,Dengue-2 NS5 capping,CSM14.1 death rescue,Large T inhibition,XIAP antagonists,K1F lysis inhibition,others
Oc1ccc(-c2ccccc2)cc1CN1CCCCCC1,-0.5%,1.2%,.,.,.,-4%,.,6%,.,0.1%,
Cc1ccc(S(=O)(=O)/N=C(/Nc2ccc(F)cc2F)c2ccc(F)cc2)cc1,0.2%,1.3%,.,.,.,4%,.,5%,.,0.4%,
CCOc1ccccc1CN1CCN(C2CCOCC2)CC1CCO (stereo not drawn),-0.9%,-0.7%,i,25,9,-6%,-1.0%,.,-3.3%,0.3%,
CC1(C)CC(=O)C(CCC(=O)c2ccccc2)C(C)(C)N1 (stereo not drawn),-0.2%,1.1%,i,10,13,5%,1.2%,11%,-1.1%,-0.3%,Dengue-2 NS5 capping pilot replicate=5.6
COC(=O)c1ccccc1NC(=S)NC(=O)COc1ccccc1,0.2%,2.2%,i,6,2,-12%,-2.8%,2%,-4.4%,-0.3%,
CCOC(=O)N1CCN(C(=O)c2noc3c2COc2ccccc2-3)CC1,-0.3%,.,.,.,.,-3%,.,2%,.,0.4%,
COC(=O)N/N=C/c1c(C)cc(C)cc1C,1.2%,2.3%,i,6,-20,-1%,0.1%,15%,-5.6%,1.3%,
COc1cccc(NC(=O)c2sc(NC(=O)c3ccncc3)nc2C)c1,0.8%,0.8%,i,.,.,-1%,.,12%,.,i,
COc1ccc(CCN(C(=O)C(F)(F)F)C(C(=O)NC2CCCC2)c2cccs2)cc1 (stereo not drawn),-0.7%,5.7%,i,32,11,-3%,3.1%,10%,-0.4%,0.1%,
COc1ccc(S(=O)(=O)Nc2ccc(NC(C)=O)cc2)cc1,-0.1%,0.9%,i,20,16,4%,-4.3%,4%,-24%,-0.2%,
Nc1ccccc1SSc1ccccc1N,-0.4%,0.4%,i,.,.,-22%,.,23%,.,-0.1%,
CCOc1cc(C(=O)NC(=S)Nc2ccc(Cl)c(C(=O)O)c2)cc(OCC)c1OCC,-0.6%,1.4%,i,.,.,12%,.,10%,.,4.4%[50 µM],
CC1=C(C(=O)Nc2ccccc2C(=O)NCCCOC(C)C)SCCO1,-0.3%,0.3%,.,.,.,-5%,.,5%,.,0.2%,
COC(=O)C1=C(N)Oc2cc(C)n(CCCn3ccnc3)c(=O)c2C1c1ccc(Cl)cc1 (stereo not drawn),-0.2%,1.6%,i,15,18,-2%,1.9%,7%,-4.0%,1.3%,
COc1ccc(O)c(C(=O)CC(=O)c2ccccc2C)c1,-1.5%,8.6%,i,37,31,-9%,-2.0%,-3%,-5.5%,0.1%,
NC(=O)C(=O)N/N=C/c1cccc(C(F)(F)F)c1,-0.2%,1.7%,i,-23,8,1%,0.0%,4%,-3.5%,0.2%,
CCC(C(=O)Nc1cccc(C(=O)O)c1)c1ccccc1 (stereo not drawn),0.2%,0.1%,i,-16,6,-2%,-0.1%,-1%,-3.4%,-0.8%,
Cc1ccc2nc(-c3ccc(NS(=O)(=O)c4ccc(F)c(F)c4)cc3)sc2c1,-1.9%,-0.3%,i,92,97,-4%,-8.3%,8%,-5.5%,-0.6%,
COc1cc2nc(CN(C)Cc3ccc(C(C)(C)C)cc3)[nH]c(=O)c2cc1OC,-0.8%,-1.3%,i,14,4,-5%,-2.3%,-2%,-2.4%,-0.3%,
CCOC(=O)N(C)OC(=O)Nc1ccc(Cl)c(Cl)c1,0.1%,0.6%,i,62*,25*,-21%,-1.3%,6%,-9.0%,0.2%,
COc1ccc(/C=C2/SC(=S)NC2=O)cc1OCc1ccccc1,1.0%,7.4%,.,.,.,5%,.,9%,.,-0.1%,
c1ccc(-c2ccccc2-c2nc(-c3cccnc3)no2)cc1,0.2%,4.8%,i,19,0,-2%,0.1%,8%,-4.7%,1.7%,
COc1cccc(C(=O)NNc2c3ccccc3nc3ccccc23)c1,0.1%,3.3%,.,.,.,-6%,.,7%,.,-0.5%[50 µM],
CCC(=O)Nc1sc(Cc2ccc3c(c2)OCO3)c(C)c1C(N)=O,-0.2%,2.6%,i,.,.,-8%,.,16%,.,-0.4%[50 µM],
COc1ccc(CCNC(=O)CS(=O)Cc2nc(-c3cccs3)oc2C)cc1OC (stereo not drawn),0.2%,2.2%,i,-17,-27,-9%,-1.0%,0%,-8.5%,-0.2%,
Cc1ccc(NC(=O)c2ccc3nc[nH]c3c2)nc1,1.4%,2.3%,.,.,.,-2%,.,6%,.,-0.1%,
CCOC(=O)c1sc2nc(N3CCCC3)c3c(c2c1N)CC(C)(C)OC3,-0.2%,4.5%,i,11,0,0%,-0.7%,13%,-8.0%,0.5%,
O=C(NC1CCCCC1)C(c1ccc(F)cc1)N(C(=O)Cc1ccsc1)c1ccc(F)cc1 (stereo not drawn),-0.4%,-0.2%,i,-6,-1,-2%,-2.1%,18%,-0.5%,0.2%,
COc1cc(NC(=O)CSc2nnc3ccc(-c4ccncc4)nn23)cc(OC)c1,0.0%,-0.2%,i,-6,-2,-1%,-0.3%,11%,-0.8%,0.2%,
COc1ccc(CNc2ccc(S(=O)(=O)N3CCN(C)CC3)cn2)cc1OC,.,0.8%,.,.,.,-4%,.,11%,.,1.4%[50 µM],
O=C(Nc1ccncc1)c1ccc(Cl)c(Cl)c1,-1.3%,?,.,.,.,-4%,.,15%,.,0.7%,
CCCCSc1nc(C)c(CC(=O)O)c(=O)[nH]1,0.1%,1.8%,i,-10,0,0%,1.2%,-2%,0.4%,0.4%,
COCc1ccc(CN2CCCC(C(=O)Nc3ccc(-c4cccc(OC)c4)cc3)C2)o1 (stereo not drawn),-0.1%,.,.,.,.,-12%,.,14%,.,0.2%,
COc1ccc(CCN2CC(C(=O)NC3CCOCC3)CCC2=O)cc1 (stereo not drawn),-0.2%,1.3%,.,.,.,-5%,.,.,.,2.2%,
CCCc1c(NC(=O)Nc2ccc(F)cc2)cnn1-c1ccc(Cl)cc1,-1.4%,4.9%,i,.,.,-27%,.,5%,.,0.8%,
CN1CCN(C(=O)CSc2nc3c(c(=O)n(C)c(=O)n3C)n2C)CC1,0.0%,0.2%,.,.,.,-4%,.,1%,.,-0.3%,
O=C(CC1C(=O)NCCN1C(=O)Nc1ccc(F)cc1)Nc1ccc(F)cc1 (stereo not drawn),0.0%,.,i,.,.,9%,.,7%,.,1.3%,
Cc1ccc(NC2=CC(=O)CC(c3ccco3)C2)c(N)c1 (stereo not drawn),1.6%,0.5%,i,-6,-1,1%,-1.1%,11%,-3.4%,0.9%,
CCOC(=O)c1ccc(NC(=O)c2nc[nH]c2C(=O)NC)cc1,0.1%,-1.2%,i,.,.,-2%,.,3%,.,1.4%,
CC(C)COC(=O)c1nnsc1NC(=O)Nc1ccccc1,-0.4%,1.2%,i,-12,6,-7%,1.7%,4%,-14%,1.9%,
CCc1sc(C(=O)Nc2cccnc2)cc1Br,-0.1%,?,.,.,.,-2%,.,20%,.,0.7%[50 µM],
Cn1c(Cn2nnc(-c3ccccc3)n2)nnc1SCc1ccccc1Cl,-0.5%,2.3%,i,15,-32,-6%,-1.3%,24%,-6.1%,5.5%,
COC(=O)CSc1nsc(SCC(=O)OC)n1,0.3%,0.5%,i,.,.,-3%,-1.5%,-3%,-5.1%,0.1%,
CCn1c(SCC(=O)Nc2ccc(OC)c(OC)c2)nnc1-c1cnccn1,-0.4%,0.8%,.,.,.,1%,.,8%,.,0.1%,
COc1cc(OC)cc(C(=O)NC(=S)N2CCCCC2c2cccnc2)c1 (stereo not drawn),1.4%,-0.1%,.,.,.,-6%,.,.,.,2.2%,
Cc1cccn2c(=O)c(C(=O)NC3CC(C)CC(C)(C)C3)c(O)nc12 (stereo not drawn),.,7.4%,.,.,.,1%,.,-1%,.,-0.1%,
O=C(NC(=O)c1ccccc1)Nc1ccc(Cl)cn1,0.1%,0.6%,.,.,.,-7%,.,-2%,.,1.7%[50 µM],
Cc1cc2c(cc1C)CSC(c1ccccc1OC(=O)C(C)C)SC2,0.6%,1.5%,i,-1,-1,-2%,-1.2%,1%,-0.3%,0.2%,
COc1ccc(CN(C)CC(=O)Nc2ccc(Cl)cc2F)c(OC)c1,-1.1%,0.2%,i,.,.,.,.,6%,.,.,
O=c1oc2ccccc2n1Cc1ccccc1Cl,0.2%,1.1%,i,11,4,-4%,-0.1%,4%,-2.3%,0.9%,
CCC(C)c1ccccc1N1CC(C(=O)Nc2ccc(S(=O)(=O)N3CCOCC3)cc2)CC1=O (stereo not drawn),.,2.6%,.,.,.,-10%,.,8%,.,-0.6%[50 µM],
CCSc1nnc2c(n1)[nH]c1c(C)cccc12,-0.9%,0.2%,i,24,20,-3%,0.4%,3%,-1.3%,0.0%,
COc1ccc([C@H]2/C=C\CN(C(=O)C3CCCC3)[C@@H](C)C(=O)N2Cc2ccc(F)cc2)cc1,-0.8%,4.0%,i,.,.,-1%,.,15%,.,0.7%,
Cc1ccsc1CNC1CCCCC1,-0.5%,0.5%,.,.,.,-6%,.,6%,.,-0.3%,
CCC(C)[C@H](NC(=O)NCC1CCCO1)C(=O)OC (stereo partly drawn),-0.3%,1.4%,i,16,15,-3%,2.8%,3%,-9.0%,-0.7%,
O=C(Cn1cnc(S(=O)(=O)N2CCCC2)c1)Nc1ccc(OC(F)(F)F)cc1,0.2%,0.8%,.,.,.,0%,.,-5%,.,0.0%,
COc1ccc(CC(NC(C)=O)C(=O)N2CCN(C(=O)Nc3ccc(Cl)cc3)CC2)cc1OC (stereo not drawn),0.2%,1.6%,i,-2,7,1%,-2.3%,4%,-3.6%,3.6%,
Cc1nc(OCc2ccccc2)c2ccccc2n1,0.4%,0.5%,i,15,27,8%,-3.6%,-6%,-5.4%,-0.2%,
Cc1ccc2nc(-c3ccncc3)cc(-c3ccccc3)c2c1,0.2%,4.2%,i,14,0,-7%,-1.7%,4%,0.3%,5.9%,
Cc1ccc(-c2cc(=O)c3cc(F)ccc3[nH]2)cc1,-0.9%,1.8%,i,-1,3,2%,-5.5%,4%,-5.5%,2.9%,
CCNc1nc(C)nc2c1oc1ccccc12,0.0%,0.0%,i,9,9,2%,1.2%,2%,2.4%,0.6%,
Cc1ccc(C(=O)Nc2ccc(S(=O)(=O)N3CCN(C)CC3)cc2)o1,0.3%,0.1%,i,7,4,-6%,-1.9%,3%,-3.6%,0.5%,
